Bioassay records: PubChem BioAssay, several laboratories
GalR3 antagonist = antagonists of human GalR3 | O60755 | HEK293 GalR3-CNG cAMP membrane potential fluorescence; galR3 body fused to GalR1 C-terminus | inhibition, % at 3 µM | 360,000 compounds, 0.44% hits;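 active = inhibition above the screen-wide average plus 3 SD, cut at about 13% in these data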;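 note: forskolin and galanin both at EC90 stimulate the cells; cAMP rise reported by CNG channel membrane potential dye signal; 0% = forskolin plus galanin with DMSO and 100% = forskolin alone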
Target sequence (O60755 1-299 limits assumed): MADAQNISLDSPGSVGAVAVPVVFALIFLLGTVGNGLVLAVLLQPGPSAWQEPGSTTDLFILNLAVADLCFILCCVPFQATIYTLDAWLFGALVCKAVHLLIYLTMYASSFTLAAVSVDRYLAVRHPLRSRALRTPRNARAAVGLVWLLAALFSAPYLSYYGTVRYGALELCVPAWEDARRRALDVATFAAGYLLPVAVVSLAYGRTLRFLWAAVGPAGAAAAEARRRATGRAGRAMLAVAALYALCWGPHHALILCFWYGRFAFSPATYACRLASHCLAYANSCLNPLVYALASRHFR
CHRM4 PAM = positive allosteric modulators of human muscarinic M4 receptor. 360,000 compounds, 0.4% hits. CHO-K1 hM4/Gqi5, Fluo-8 calcium fluorescence, ACh EC20; 0% = ACh EC20, 100% = maximal ACh. activation, % at 3 µM;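 active = activation above its plate's cutoff, the mean activation of sample wells plus 3 SD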; note: some results filed as inactive read as strong as hits
Target sequence (P08173 whole entry, looked up): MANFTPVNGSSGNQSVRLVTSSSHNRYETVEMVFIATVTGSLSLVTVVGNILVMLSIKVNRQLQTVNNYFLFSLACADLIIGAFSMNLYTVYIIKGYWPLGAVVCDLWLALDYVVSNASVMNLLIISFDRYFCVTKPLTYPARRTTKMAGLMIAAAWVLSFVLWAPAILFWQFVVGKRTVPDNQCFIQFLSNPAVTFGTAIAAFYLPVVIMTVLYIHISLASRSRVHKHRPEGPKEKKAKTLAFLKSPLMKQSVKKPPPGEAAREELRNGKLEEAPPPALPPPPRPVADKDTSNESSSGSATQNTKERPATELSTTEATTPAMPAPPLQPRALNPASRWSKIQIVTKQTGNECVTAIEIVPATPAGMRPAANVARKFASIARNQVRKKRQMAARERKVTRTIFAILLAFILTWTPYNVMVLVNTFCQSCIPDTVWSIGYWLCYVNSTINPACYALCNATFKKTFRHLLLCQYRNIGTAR
CRFBP-R2 agonist = CRF-BP/CRF-R2 complex agonism. activation, % at 13.2 µM. HEK293 CRF-R2/CRF-BP, calcium dye fluorescence (FLIPR); percent of saturating CRF peptide response. 350,000 compounds, 0.46% hits;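 active = activation of at least 50%, plus an integration ratio under a set limit after plate pattern correction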;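 note: plate controls were neutral control wells without compound for no effect and CRF at EC100 for full effect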
IDE act = boosts human insulin-degrading enzyme activity in HEK cells; FAbeta-B cleavage, fluorescence polarization; 0% vehicle, 100% cell-free pure enzyme wells; activation, % at 5.96 µM; 340,000 compounds, 0.073% hits; AID 493087;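 active = activation above the mean of all tested compounds plus 3 SD, set per screening campaign, cut at about 17% in these data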
CRFR2-BP antag = blocks CRF-induced signaling of the CRF-BP/CRF-R2 complex; 350,000 compounds, 0.59% hits; HEK293 CRF-R2/CRF-BP, CRF-induced calcium fluorescence; inhibition, % at 11.8 µM;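 active = inhibition of the ligand-induced calcium signal above about 50% at the single tested concentration, limit read from the data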
p-CIP stab down = compounds decreasing mouse p/CIP protein stability. AID 1984. decrease of EGFP signal, % at 10 µM. F442A p/CIP-EGFP cells, EGFP fluorescence, 16 h. 290,000 compounds, 0.01% hits;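 active = EGFP signal decrease of at least 30% at 10 µM or well 3 SD below plate mean, unless failing retest; inactive = the rest, including hits failing retest or dose response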; note: some compounds called inactive have numbers as strong as hits; many of its hits are not listed in these tables
IDE cell inh = inhibitors of human insulin-degrading enzyme in cells; P14735; HEK cells, FAbetaB cleavage, fluorescence polarization; inhibition, % at 5.59 µM; 320,000 compounds, 0.41% hits; AID 434962;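 active = percent inhibition above the average of all tested compounds plus 3 SD, set per screening campaign, cut at about 16% in these data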;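 note: IDE supplied by intact live HEK cells; FP after avidin binding of uncleaved biotin substrate so inhibition keeps polarization high; 0% = DMSO wells and 100% = 60 µM reference IDE inhibitor Ii1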
PHOSPHO1 inh = blocks human PHOSPHO1 phosphatase activity. Q8TCT1. recombinant PHOSPHO1, absorbance phosphatase assay. inhibition, % at 13.3 µM. 290,000 compounds, 1.1% hits. AID 1565; in the data active = inhibition above about 60%
Target sequence (Q8TCT1 whole entry, looked up): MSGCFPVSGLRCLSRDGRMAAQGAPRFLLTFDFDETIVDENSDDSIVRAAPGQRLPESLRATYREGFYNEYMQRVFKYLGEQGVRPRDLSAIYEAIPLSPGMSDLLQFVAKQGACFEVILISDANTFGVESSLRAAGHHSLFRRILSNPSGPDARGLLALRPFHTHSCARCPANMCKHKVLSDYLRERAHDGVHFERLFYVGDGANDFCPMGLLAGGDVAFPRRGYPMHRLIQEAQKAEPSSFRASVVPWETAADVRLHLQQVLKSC
MEKK3 PB1 HTS = MEKK3-MEK5 PB1 interaction, increase or decrease; AID 1529; 290,000 compounds, 1.4% hits; binding response (% of control), % at 10 µM; Q99759; bead-based flow cytometry, Alexa488-MEK5 binding to MEKK3; actives lie on both sides; 0 = blocked by unlabeled MEK5, 100 = vehicle;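 active = binding response more than 3 SD above or below the average of its plate-row segment, actives on both sides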;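 note: Alexa488 bead fluorescence after subtracting the streptavidin-only scavenger bead signal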
Starred values were filed as active, the others as inactive.

`O=C(CCN1CCCCCC1)Nc1ccc2c(c1)OCCO2` gave GalR3 antagonist -1, CHRM4 PAM 1, CRFBP-R2 agonist -0.4, IDE act 4, CRFR2-BP antag 4, p-CIP stab down -1, IDE cell inh -1, PHOSPHO1 inh -13 and MEKK3 PB1 HTS 107.
Screening COc1ccccc1C(=O)OCC(=O)NC1CCCC1 returned GalR3 antagonist -10, CHRM4 PAM -8, CRFBP-R2 agonist -0.5, IDE act 2, CRFR2-BP antag -1, p-CIP stab down -10, IDE cell inh 4, PHOSPHO1 inh -10 and MEKK3 PB1 HTS 100.
Cc1onc(-c2ccccc2)c1C(=O)Nc1ccc(-c2nnc3n2CCCCC3)cc1 was read as GalR3 antagonist -2, CHRM4 PAM 2, CRFBP-R2 agonist -1.2, IDE act -11, CRFR2-BP antag 14, p-CIP stab down 4, IDE cell inh 2, PHOSPHO1 inh 25 and MEKK3 PB1 HTS 101.
C/C=C\C(=O)Nc1cccc(C2=NOC3(C2)C[C@@H](C(N)=O)N(C(=O)c2ccc(OC)cc2)C3)c1 (some centres not stated) was read as GalR3 antagonist -10, CRFBP-R2 agonist -1.2, CRFR2-BP antag 1, p-CIP stab down 0, IDE cell inh 3, PHOSPHO1 inh 13 and MEKK3 PB1 HTS 89.
For COc1ccccc1OCCOCCOc1ccc(C)cc1[N+](=O)[O-] the results were GalR3 antagonist -5, CHRM4 PAM -3, CRFBP-R2 agonist -0.4, IDE act 4, CRFR2-BP antag 36, p-CIP stab down 2, IDE cell inh -2, PHOSPHO1 inh -15 and MEKK3 PB1 HTS 98.
`CC1CCCC(C)N1C(=O)COC(=O)c1ccc2c(c1)OCO2` (configuration not stated) gave GalR3 antagonist -2, CHRM4 PAM 0, CRFBP-R2 agonist 0.9, IDE act 3, CRFR2-BP antag -18, p-CIP stab down 0, IDE cell inh -4, PHOSPHO1 inh 1 and MEKK3 PB1 HTS 91.
For CCOc1ccc(NC(=O)CC)cc1 the results were GalR3 antagonist -7, p-CIP stab down 0, IDE cell inh 0, PHOSPHO1 inh 34 and MEKK3 PB1 HTS 104.
Screening COC(=O)[C@H](Cc1ccccc1)NC(=O)NCCc1ccc(S(N)(=O)=O)cc1 returned GalR3 antagonist 0, CHRM4 PAM -3, CRFBP-R2 agonist -1.7, IDE act 4, CRFR2-BP antag 0, p-CIP stab down -2, IDE cell inh 0, PHOSPHO1 inh 12 and MEKK3 PB1 HTS 104.
For O=C(O)CSCNC(=O)C12CC3CC(CC(C3)C1)C2 the results were GalR3 antagonist -5, CHRM4 PAM 15, CRFBP-R2 agonist 0.2, IDE act 1, CRFR2-BP antag 9, p-CIP stab down -11, IDE cell inh 2, PHOSPHO1 inh 17 and MEKK3 PB1 HTS 100.
Screening Cc1cc(NC(=O)COc2cccc(C)c2C)no1 returned GalR3 antagonist 5, CHRM4 PAM -4, CRFBP-R2 agonist -1.0, IDE act 1, CRFR2-BP antag 0, p-CIP stab down 12, IDE cell inh 2, PHOSPHO1 inh 2 and MEKK3 PB1 HTS 98.
For CCC(=O)N1c2ccc(S(=O)(=O)CCC(=O)N3CCn4c3nc3ccccc34)cc2CC1C (configuration not stated) the results were GalR3 antagonist -2, CHRM4 PAM -3, CRFBP-R2 agonist -0.8, IDE act 3, CRFR2-BP antag 1, p-CIP stab down -13, IDE cell inh 3, PHOSPHO1 inh 27 and MEKK3 PB1 HTS 107.
`O=C(NCCN1CCOCC1)c1cccc(S(=O)(=O)Nc2ccc(F)cc2)c1` gave GalR3 antagonist -2, CHRM4 PAM 1, CRFBP-R2 agonist 0.7, IDE act 3, CRFR2-BP antag -5 and IDE cell inh -1.
Cc1cccc(C(=O)N2CCCCCC2)c1[N+](=O)[O-] was read as GalR3 antagonist -2, CHRM4 PAM -5, CRFBP-R2 agonist -1.5, IDE act 2, CRFR2-BP antag 4, p-CIP stab down -6, IDE cell inh 0, PHOSPHO1 inh 38 and MEKK3 PB1 HTS 77.
Screening Cc1noc(C)c1Cc1c(Cl)cccc1Cl returned GalR3 antagonist 2, CHRM4 PAM 10, CRFBP-R2 agonist -2.8, IDE act -2, CRFR2-BP antag 5, p-CIP stab down -2, IDE cell inh 3, PHOSPHO1 inh 16 and MEKK3 PB1 HTS 105.
Screening CC1CC1C(=O)N(C)CC(=O)Nc1ccccc1Br (configuration not stated) returned GalR3 antagonist -2, CHRM4 PAM 6, CRFBP-R2 agonist -5.1, IDE act 2, CRFR2-BP antag 3 and IDE cell inh -8.
Screening O=C1C(Cc2c[nH]c3ccccc23)NC(=S)N1C1CCCCC1 (configuration not stated) returned GalR3 antagonist -6, CHRM4 PAM -5, CRFBP-R2 agonist -0.6, IDE act 3, CRFR2-BP antag -15, p-CIP stab down 17, IDE cell inh -2, PHOSPHO1 inh 16 and MEKK3 PB1 HTS 96.
Screening COc1ccc(N(CC(=O)NCc2cccs2)S(=O)(=O)c2cccc(C)c2)cc1 returned GalR3 antagonist -3, CHRM4 PAM 0, CRFBP-R2 agonist -0.8, IDE act -1 and CRFR2-BP antag -17.
`O=C1CN(C(=O)c2ccccc2Br)C(c2ccc(F)cc2)c2cc(F)ccc2N1` (configuration not stated) gave GalR3 antagonist -2, CHRM4 PAM -12, CRFBP-R2 agonist 11, IDE act -2, CRFR2-BP antag -26, p-CIP stab down -12, IDE cell inh -1, PHOSPHO1 inh 38 and MEKK3 PB1 HTS 106.
Screening Cc1ccsc1C(=O)OCC(=O)c1cc(C)n(CC2CCCO2)c1C (configuration not stated) returned GalR3 antagonist -6, CHRM4 PAM 4, CRFBP-R2 agonist 0.0, IDE act 5, CRFR2-BP antag -24, p-CIP stab down -2, IDE cell inh -3, PHOSPHO1 inh 26 and MEKK3 PB1 HTS 93.
`Fc1ccccc1NC(=S)N(CCCN1CCOCC1)Cc1cccnc1` gave GalR3 antagonist 1, CHRM4 PAM 7, CRFBP-R2 agonist -2.2, IDE act 7, CRFR2-BP antag 12, p-CIP stab down 2, IDE cell inh -1, PHOSPHO1 inh 2 and MEKK3 PB1 HTS 93.
For COc1cc(/C=C2\SC(=Nc3ccccc3)N(CCc3c[nH]c4ccccc34)C2=O)ccc1OC(C)C(=O)O (configuration not stated) the results were GalR3 antagonist -10, CHRM4 PAM 6, CRFBP-R2 agonist -1.9, IDE act 6, CRFR2-BP antag -21, p-CIP stab down -7, IDE cell inh -1, PHOSPHO1 inh -21 and MEKK3 PB1 HTS 125.
Screening CC(=NNC(=S)N1CCCC1)c1ccccn1 returned GalR3 antagonist -6, CHRM4 PAM 3, CRFBP-R2 agonist 5.7 and CRFR2-BP antag 30.
For COC(=O)c1c(NC(=O)c2ccc(C(=O)c3ccccc3)cc2)sc2c1CC(C)(C)NC2(C)C the results were GalR3 antagonist -6, CHRM4 PAM -3, CRFBP-R2 agonist -0.7 and CRFR2-BP antag -7.
`O=C(O)CC(c1ccccc1)n1cccc1` (configuration not stated) gave GalR3 antagonist 2, CHRM4 PAM 9, CRFBP-R2 agonist 0.9, IDE act -2, CRFR2-BP antag 6, p-CIP stab down -8, IDE cell inh 4 and PHOSPHO1 inh 87*.
For O=C(CN(C(=O)CNC(=O)c1cccs1)c1cccc(F)c1)NC1CCCC1 the results were GalR3 antagonist -8, CHRM4 PAM 4, CRFBP-R2 agonist -1.1, IDE act 4, CRFR2-BP antag -15, p-CIP stab down -11, IDE cell inh -1, PHOSPHO1 inh 36 and MEKK3 PB1 HTS 102.
For O=C1CSC(c2ccc([N+](=O)[O-])cc2)N1c1ccc(O)cc1 (configuration not stated) the results were GalR3 antagonist 2, CHRM4 PAM 2, CRFBP-R2 agonist 6.6, IDE act 0, CRFR2-BP antag -4, p-CIP stab down -8, IDE cell inh 4, PHOSPHO1 inh 38 and MEKK3 PB1 HTS 97.
Screening CN(C(=O)COc1cccc(Br)c1)C1CCS(=O)(=O)C1 (configuration not stated) returned GalR3 antagonist -12, CHRM4 PAM 1, CRFBP-R2 agonist 0.7, IDE act -3, CRFR2-BP antag 8, p-CIP stab down -6, IDE cell inh 2, PHOSPHO1 inh 10 and MEKK3 PB1 HTS 96.
For COc1cc(C(=O)NCc2cc3ccccc3n2C)cc(OC)c1OC the results were GalR3 antagonist -9, CHRM4 PAM -9, CRFBP-R2 agonist 0.2, IDE act 8, CRFR2-BP antag -7, p-CIP stab down -4, IDE cell inh 2, PHOSPHO1 inh 25 and MEKK3 PB1 HTS 106.
O=C(Nc1cccnc1Cl)c1cc(-c2cccc(Cl)c2)on1 was read as GalR3 antagonist -6, CHRM4 PAM 15, CRFBP-R2 agonist 0.3, IDE act -2, CRFR2-BP antag 1, p-CIP stab down -12, IDE cell inh -1, PHOSPHO1 inh 0 and MEKK3 PB1 HTS 104.
For COc1ccc(/C(O)=C(\C#N)c2nc3ccccc3n2C)cc1OC the results were GalR3 antagonist -3, CHRM4 PAM 2, CRFBP-R2 agonist -0.2, IDE act -1, CRFR2-BP antag -4, p-CIP stab down -15, IDE cell inh 11, PHOSPHO1 inh 38 and MEKK3 PB1 HTS 100.
Screening COc1cc2cc(C(=O)O)[nH]c2c(OC)c1OC returned GalR3 antagonist -12, CHRM4 PAM 7, CRFBP-R2 agonist -0.1, IDE act 2, CRFR2-BP antag 12, p-CIP stab down -20, IDE cell inh 3, PHOSPHO1 inh -7 and MEKK3 PB1 HTS 94.
`CC1(c2ccccc2)NC(=O)N(CC(=O)Nc2cc(S(=O)(=O)N3CCOCC3)ccc2Cl)C1=O` (configuration not stated) gave GalR3 antagonist -1, CHRM4 PAM -1, CRFBP-R2 agonist 1.9, IDE act 6, CRFR2-BP antag -17, p-CIP stab down 4, IDE cell inh 1, PHOSPHO1 inh 52 and MEKK3 PB1 HTS 108.
Screening CCOc1ccccc1NC(=O)COc1ccc(S(=O)(=O)N2CCCC2)cc1 returned GalR3 antagonist -1, CHRM4 PAM -7, CRFBP-R2 agonist 0.2, IDE act -1, CRFR2-BP antag 4, p-CIP stab down -4, IDE cell inh 3, PHOSPHO1 inh 49 and MEKK3 PB1 HTS 98.
CCOc1cc(C(c2c(C)[nH][nH]c2=O)c2c(C)[nH][nH]c2=O)ccc1OC(=O)c1cccc([N+](=O)[O-])c1 was read as GalR3 antagonist -1, CHRM4 PAM 3, CRFBP-R2 agonist -0.1, IDE act 0, CRFR2-BP antag 0, p-CIP stab down -2, IDE cell inh 3, PHOSPHO1 inh 28 and MEKK3 PB1 HTS 66.

Molecules above that contain a Cl atom (3):
Screening Cc1noc(C)c1Cc1c(Cl)cccc1Cl returned GalR3 antagonist 2, CHRM4 PAM 10, CRFBP-R2 agonist -2.8, IDE act -2, CRFR2-BP antag 5, p-CIP stab down -2, IDE cell inh 3, PHOSPHO1 inh 16 and MEKK3 PB1 HTS 105.
O=C(Nc1cccnc1Cl)c1cc(-c2cccc(Cl)c2)on1 was read as GalR3 antagonist -6, CHRM4 PAM 15, CRFBP-R2 agonist 0.3, IDE act -2, CRFR2-BP antag 1, p-CIP stab down -12, IDE cell inh -1, PHOSPHO1 inh 0 and MEKK3 PB1 HTS 104.
`CC1(c2ccccc2)NC(=O)N(CC(=O)Nc2cc(S(=O)(=O)N3CCOCC3)ccc2Cl)C1=O` (configuration not stated) gave GalR3 antagonist -1, CHRM4 PAM -1, CRFBP-R2 agonist 1.9, IDE act 6, CRFR2-BP antag -17, p-CIP stab down 4, IDE cell inh 1, PHOSPHO1 inh 52 and MEKK3 PB1 HTS 108.

Compounds as they come. About 4.2% of those tested had a hit in this group.
